Screening results as filed in PubChem.
NALP3 yeast inh: inhibitors of NALP3 inflammasome in yeast. Yeast reconstituted NLRP3/ASC/caspase-1, beta-gal luminescence, 24 h. inhibition, % at 10 µM. 330,000 tested, 0.39% active. AID 2825;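 active = inhibition of 50% or more; inactive = inhibition below 50%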;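 note: plate controls were induced DMSO wells for no effect and uninduced yeast grown without galactose for full effect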
tim23-1 inh: growth inhibitors of tim23-1 mutant yeast | S. cerevisiae tim23-1 growth, BacTiter-Glo luminescence, 24 h | 330,000 tested, 1.3% active | AID 463212 | inhibition, % at 20 µM;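 active = growth inhibition of the mutant yeast at or above 50%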;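 note: temperature-sensitive mutant grown at 25 °C; plate controls were DMSO-treated mutant yeast for no effect and medium wells lacking yeast for full effect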
tim10-1 inh: tim10-1 yeast growth inhibition. S. cerevisiae tim10-1 ts strain growth, BacTiter-Glo, 24 h. 330,000 tested, 2.2% active. inhibition, % at 20 µM;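 active = inhibition of at least 40%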;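 note: mutant grown at 25 °C; 0% = DMSO wells with yeast and 100% = wells holding no yeast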
UPR CHOP act: apoptotic UPR (CHOP) activation; CHO-CHOP luciferase reporter, luminescence; percent of tunicamycin response over DMSO baseline; activation, % at 10 µM; 330,000 tested, 0.34% active; AID 449763;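 active = at 10 µM dose, activation of 40% or more, normalized to positive control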;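 note: 100% = tunicamycin at 10 µg/mL and 0% = DMSO alone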
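Dosing – one dose, 10 µM in 0.5% DMSO · System – CHO-CHOP cells, stable luciferase reporter of PERK-eIF2a-CHOP signalling · Input – 500 cells/well · Control set – tunicamycin 10 µg/mL final as positive, DMSO-only wells as negative · Timing – 6 h compound treatment, 37 °C · Measure – % activation vs tunicamycin · Technique – luminescence read with Steady-Glo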
TIM10 inh: TIM10 yeast growth inhibition; 330,000 tested, 1.4% active; inhibition, % at 10 µM; S. cerevisiae TIM10 strain growth, BacTiter-Glo luminescence, 24 h;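 active = inhibition of 40% or more at the single tested concentration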;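 note: wild-type TIM10 isogenic control strain grown at permissive 25 °C; 0% = DMSO yeast wells and 100% = minimal medium wells without yeast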
APJ agonist: agonists of human APJ apelin receptor. P35414. CHO-K1 APJ PathHunter beta-arrestin, luminescence; 0% DMSO wells, 100% apelin. activation, % at 20 µM. 330,000 tested, 0.11% active. AID 2520;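 active = activation more than six SD over the plate average, tested at 20 µM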;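 note: 0% = DMSO alone and 100% = apelin-13 at 10 nM; some results filed as inactive read as strong as hits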
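Assay system – PathHunter CHO-K1 APJ (AGTRL-1) beta-arrestin reporter cells · Compound – one dose, 20 µM compound, 1% DMSO · Timing – compound 90 min 25 °C, reagent 1 h · Measured by – luminescence from split beta-galactosidase complementation, Galacton Star/Emerald II substrate · Measure – beta-arrestin recruitment to APJ as agonist activity, luminescent signal · Benchmarks – DMSO vs Apelin-13 10 nM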
GRIN3A LBD mod: modulators (binders) of human NR3A ligand-binding domain; NR3A LBD differential scanning fluorimetry, Tm shift; 0% = protein alone, 100% = glycine-bound protein; Tm shift relative to glycine control, % at 25 µM; 340,000 tested, 2.5% active;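 active = melting temperature shift of at least 10% of the positive control shift, at one fixed dose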
XBP1 UPR activ: adaptive UPR (XBP1) activation | CHO-XBP1 luciferase reporter, IRE1-XBP1 UPR activation, luminescence; percent of tunicamycin response, DMSO as zero | activation, % at 20 µM | 330,000 tested, 0.33% active | AID 463104;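 active = versus positive control, 20 µM dose yields 30% or more activation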;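 note: 100% = tunicamycin at 10 µg/mL and 0% = DMSO only wells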
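assay system = CHO-XBP1 luciferase reporter cells | amount = 1000 cells/well | buffer or medium = F12 plus 10% FBS | compound dosing = single point, 20 µM final compound, 1% DMSO | incubation = 16-18 h cell attachment at 37 °C, then 6 h compound exposure | detection = Steady-Glo luminescence read | controls = tunicamycin 10 µg/mL and vehicle-only wells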
Mdm2-MdmX inh: inhibitors of human Mdm2/MdmX interaction. O15151+Q00987. SaOS-2 split-luciferase Mdm2/MdmX complementation, luminescence. inhibition, % at 8 µM. 330,000 tested, 3% active. AID 485346;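 active = inhibition of at least 50% at 8 µM in the primary screen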
Target sequence (O15151 whole entry, looked up): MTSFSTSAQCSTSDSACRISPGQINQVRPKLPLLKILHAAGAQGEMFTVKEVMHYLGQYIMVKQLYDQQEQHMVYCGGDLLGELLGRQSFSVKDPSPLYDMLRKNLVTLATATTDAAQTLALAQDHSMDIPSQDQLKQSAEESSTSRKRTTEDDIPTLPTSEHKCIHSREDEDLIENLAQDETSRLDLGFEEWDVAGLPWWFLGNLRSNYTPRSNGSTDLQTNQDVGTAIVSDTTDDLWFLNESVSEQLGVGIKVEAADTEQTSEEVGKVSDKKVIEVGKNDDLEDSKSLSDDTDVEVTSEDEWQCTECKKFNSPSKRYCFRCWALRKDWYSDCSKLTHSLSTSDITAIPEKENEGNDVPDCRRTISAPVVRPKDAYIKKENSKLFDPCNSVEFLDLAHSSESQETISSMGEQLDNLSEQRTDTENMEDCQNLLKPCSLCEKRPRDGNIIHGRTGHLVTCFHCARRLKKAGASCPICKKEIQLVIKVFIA
Target sequence (Q00987 whole entry, looked up): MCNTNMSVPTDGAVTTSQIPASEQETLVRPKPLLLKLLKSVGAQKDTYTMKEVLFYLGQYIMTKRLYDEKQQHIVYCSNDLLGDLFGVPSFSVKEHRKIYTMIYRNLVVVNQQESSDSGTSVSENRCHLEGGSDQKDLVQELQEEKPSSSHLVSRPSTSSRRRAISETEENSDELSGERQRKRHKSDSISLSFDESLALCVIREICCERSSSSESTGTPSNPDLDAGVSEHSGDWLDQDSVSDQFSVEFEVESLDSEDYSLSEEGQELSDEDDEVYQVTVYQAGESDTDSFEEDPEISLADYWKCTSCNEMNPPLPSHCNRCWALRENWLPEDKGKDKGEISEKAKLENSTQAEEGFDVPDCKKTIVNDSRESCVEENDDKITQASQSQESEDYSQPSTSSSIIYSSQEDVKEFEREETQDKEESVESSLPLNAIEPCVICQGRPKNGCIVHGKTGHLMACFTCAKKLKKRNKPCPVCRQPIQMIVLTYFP
Active calls of the source: *; . = no result given.

structure	NALP3 yeast inh	tim23-1 inh	tim10-1 inh	UPR CHOP act	TIM10 inh	APJ agonist	GRIN3A LBD mod	XBP1 UPR activ	Mdm2-MdmX inh
O=C(CCc1ccccn1)N1CCCC(Nc2cccc(F)c2)C1 (centres undefined)	21	-13	1	0.3	6	-3	1	-3	0
Cn1c(SCC(=O)c2c(N)n(C)c(=O)n(C)c2=O)nnc1-c1ccccc1	8	14	19	-0.6	-6	3	0	0	-29
O=C(Cn1c(=O)cnc2ccccc21)Nc1cccc(S(=O)(=O)N2CCOCC2)c1	27	1	-12	0.4	4	-5	3	-3	-19
COc1ccccc1CC(=O)N1CCC(n2nccc2NC(=O)C2CCOC2)CC1 (centres undefined)	18	2	-18	2.1	4	-2	10*	1	1
CCOc1ccc(C(C)=O)cc1N1C(=O)C2C3C=CC(C3)C2C1=O (centres undefined)	8	17	20	-1.5	-4	-4	0	-1	-3
CCC(=O)Oc1ccc(C(=O)Nc2c[nH]c(=O)[nH]c2=O)cc1	14	-5	9	-1.7	-7	-3	3	-1	17
COc1ccc2c(c1OC)C(=O)N(c1ccc(C)cc1)C2	35	2	-26	3.2	6	-1	3	4	-60
Cc1ccccc1OCc1nnc(SCC(=O)N2c3ccccc3Sc3ccc(Cl)cc32)o1	8	3	6	-2.2	1	-2	1	3	-4
COc1ccc(-c2cc(C(=O)Nc3ccccc3N3CCOCC3)c3ccccc3n2)cc1OC	-1	14	42*	-1.7	30	7	-2	13	53*
CCN(C(=O)CN1C(=O)NC2(CCc3ccccc32)C1=O)C1CCCCC1 (centres undefined)	21	-1	0	0.3	4	-7	-2	-5	-3
CCOc1cc(Cl)c(S(=O)(=O)NCc2cccnc2)cc1Cl	17	19	-2	2.0	-6	-3	1	-2	15
COC(=O)C1=C(CN2CCN(C)CC2)NC(=O)NC1c1cc(C)ccc1C (centres undefined)	14	5	3	-1.2	-4	0	1	0	7
Cc1c(C(Nc2ccccn2)c2ccccc2)c(=O)n(-c2ccccc2)n1C (centres undefined)	11	-13	-11	-2.2	-8	0	-9	0	12
COC(=O)c1cn(Cc2cccnc2)c(=O)c2ccccc12	1	2	1	0.3	-9	-2	0	3	2
CCOC(=O)c1cnc(SCc2nc(N)nc(Nc3ccc(F)cc3)n2)nc1N	9	16	33	1.0	24	0	-3	10	30

More records:
structure	NALP3 yeast inh	tim23-1 inh	tim10-1 inh	UPR CHOP act	TIM10 inh	APJ agonist	GRIN3A LBD mod	XBP1 UPR activ	Mdm2-MdmX inh
CCC(C)c1ccc(NC(=O)C2CCN(c3ncccn3)CC2)cc1 (centres undefined)	4	23	32	2.5	32	-3	-2	-1	17
NC(=O)C1(N2CCCCC2)CCN(C2CC(=O)N(Cc3ccc(N4CCCC4=O)cc3)C2=O)CC1 (centres undefined)	1	4	9	-0.4	9	-3	-2	6	21
CCCC1CC(C(=O)Nc2ccccc2)C(=O)O1 (centres undefined)	11	0	-8	-0.1	0	1	2	-3	4
CC(=O)c1ccccc1OCCCCN1CCCCC1	15	0	-13	2.8	3	-3	3	-2	3
Cc1ccccc1N1CCN(Cc2ccc(Br)o2)CC1	8	8	-7	0.5	3	-5	0	-6	18
CCCCc1ccc(CC2S/C(=C(\C#N)C(=O)N3CCOCC3)N(c3ccccc3)C2=O)cc1 (centres undefined)	11	29	24	1.4	24	0	-2	0	13
O=C(CCN1C(=O)c2ccccc2C1=O)NCCCn1ccnc1	10	-13	2	2.7	-4	-3	0	3	2
Cc1ccccc1N1CC(C(=O)Nc2nnc(SCC(=O)Nc3nccs3)s2)CC1=O (centres undefined)	-1	14	10	2.2	9	-2	2	-1	-18
COc1cccc(NC(=O)CC(C)=O)c1	3	15	18	3.8	2	3	-6	2	-1
CCn1c(SCC(=O)Nc2cccc(F)c2)nnc1-c1cc2cc(Br)ccc2o1	16	9	12	1.2	0	0	4	-1	29
CCC(CC)NC(=O)c1ccc2c(c1)OCCO2	-7	0	15	-0.5	-7	0	0	0	-1
CC(=O)N1CCc2cc(Br)cc(S(=O)(=O)NCCCN(C)Cc3ccccc3)c21	20	10	-15	0.7	-9	1	-1	2	16
COc1ccc(C(=O)Nc2ccccc2C(=O)NCc2ccco2)cc1	25	34	23	3.0	20	1	4	-1	28
COCC(=O)Nc1ccc(C(N)=O)cc1	5	-8	4	-2.7	2	-2	1	-1	-7
CC(C)(C)n1nc2c(c1NC(=O)Cc1ccccc1)CS(=O)(=O)C2	9	4	-5	0.2	-14	-4	0	-3	-17

Continued; the last 4 above are carried over.
structure	NALP3 yeast inh	tim23-1 inh	tim10-1 inh	UPR CHOP act	TIM10 inh	APJ agonist	GRIN3A LBD mod	XBP1 UPR activ	Mdm2-MdmX inh
CC(=O)N1CCc2cc(Br)cc(S(=O)(=O)NCCCN(C)Cc3ccccc3)c21	20	10	-15	0.7	-9	1	-1	2	16
COc1ccc(C(=O)Nc2ccccc2C(=O)NCc2ccco2)cc1	25	34	23	3.0	20	1	4	-1	28
COCC(=O)Nc1ccc(C(N)=O)cc1	5	-8	4	-2.7	2	-2	1	-1	-7
CC(C)(C)n1nc2c(c1NC(=O)Cc1ccccc1)CS(=O)(=O)C2	9	4	-5	0.2	-14	-4	0	-3	-17
Cn1ncc(C(=O)Nc2ccc(Cl)cc2)c1C(F)(F)F	37	2	-11	-0.6	-26	-3	5	0	10
C=CCc1ccccc1OCCCCN1CCCC1	6	15	-2	-1.2	-13	-5	-1	-4	17
O=C(NCc1csc2ccccc12)Nc1cc(Cl)cc(Cl)c1	-6	14	5	1.5	13	-1	21*	1	69*
O=[N+]([O-])c1ccc(O)c2cccnc12	24	11	10	-2.1	1	-4	-1	2	5
CN(C)c1ccc(/C=N/Nc2ccc(-n3ccnc3)nn2)cc1	21	7	-8	5.1	8	0	3	-1	-8
CCOc1ccc2[nH]c3c(NCC(C)C)ncnc3c2c1	11	-5	6	4.2	10	0	-1	10	10
O=C(NCC1([N+](=O)[O-])CN(C(=O)c2ccccc2)CN(C(=O)c2ccccc2)C1)c1ccccc1	-2	8	23	0.5	1	-1	1	-2	9
Cc1ccc(C(O)(COC(=O)C(C)C)COC(=O)C(C)C)c(O)c1	2	24	35	0.3	9	-5	0	1	8
CCOCCCN1C(=O)CN(C2CCCCC2)C(=O)C1c1ccc(OCC)c(OC)c1 (centres undefined)	-2	18	6	-1.6	12	-3	-3	-1	10
CCn1c(O)c(N=NC(=O)CNc2ccc(C)cc2)c2ccccc21	22	8	16	-1.5	8	-3	0	-4	-6
Fc1c(F)c(F)c(SCn2cc(Br)cn2)c(F)c1F	2	9	1	-0.5	1	-4	-1	-1	-19
O=C(CCC(=O)N1CCOc2ccc(Cl)cc21)NCCN1CCOCC1	3	-5	-12	-1.6	-12	-4	0	3	13
CCCn1c(SCC(=O)N2CCCCC2)nnc1C(C)C	3	7	12	0.1	-7	-3	-2	-2	-11
CCc1c(C2(O)CCCCC2)[nH]c2ccc(C#N)cc12	31	24	16	1.4	21	2	-11	-1	24
CCCn1c(SCC(=O)N(C)CC(=O)Nc2ccc(Cl)cc2)n[nH]c1=O	3	-1	3	-1.4	-7	-4	-6	-1	-6

The results go on:
structure	NALP3 yeast inh	tim23-1 inh	tim10-1 inh	UPR CHOP act	TIM10 inh	APJ agonist	GRIN3A LBD mod	XBP1 UPR activ	Mdm2-MdmX inh
CCOC(=O)C(C)Sc1nc(-c2ccccc2)nc2ccc(F)cc12 (centres undefined)	0	12	5	1.1	10	-4	3	-2	-3
Cc1ccc(Cn2nnnc2CN2CCC(O)(c3ccccc3F)CC2)cc1	9	16	22	1.9	-4	-2	0	3	-1
CCCCOC(=O)c1ccc(NC(=O)CN2C(=O)NC3(CCCCCC3)C2=O)cc1	11	20	6	-0.8	-5	-4	-6	0	-1
N#Cc1ccc(/C=N/NC(=O)c2cccc(S(=O)(=O)N3CCOCC3)c2)cc1	17	3	-5	-0.1	-19	-1	-2	0	17
CCc1nnc(NS(=O)(=O)c2ccc(NS(=O)(=O)c3ccccc3)cc2)s1	11	6	-10	-1.2	17	3	-1	-2	2
CCN(CC)S(=O)(=O)c1ccc(F)c(C(=O)OC2CC(C)OC2=O)c1 (centres undefined)	20	-6	-9	-0.6	1	7	-1	-3	28
COc1cccc(CNC(=O)C2CCN(S(=O)(=O)c3cnc[nH]3)CC2)c1	-15	-3	-6	-1.5	0	4	0	-1	17
O=C(NCCc1ccccc1)c1ccc2c(c1)OCCO2	15	-4	-32	-9.1	3	-1	0	-12	84*
O=S(=O)(/C=C/c1ccccc1)NCc1ccccc1Cl	27	35	34	5.9	1	-2	-1	3	-13
CC1Cc2ccccc2N1C(=O)CO/N=C/c1ccc(OC(F)F)cc1 (centres undefined)	18	40	35	0.0	14	6	7	-2	-36
CC(C)C(=O)NC(Nc1cccc2cccnc12)C(Cl)(Cl)Cl (centres undefined)	5	14	28	0.0	14	3	-2	-1	10
CC(C)CC1CCCCC1OC(=O)CN1CCCCC1 (centres undefined)	20	15	12	-0.6	13	-6	-2	-2	-18
CC(=O)c1cccc(NC(=O)C2COc3ccccc3O2)c1 (centres undefined)	26	9	6	4.9	-7	0	1	-1	-9
COc1cc(CCC(=O)OCc2nnc(-c3ccccc3)o2)cc(OC)c1OC	-10	19	32	-1.8	21	-6	-4	-3	-3
COc1cc(CC(=O)Nc2ncc(C)s2)cc(OC)c1OC	3	-4	5	-0.3	0	-11	-6	0	-10

Going on with the list.
structure	NALP3 yeast inh	tim23-1 inh	tim10-1 inh	UPR CHOP act	TIM10 inh	APJ agonist	GRIN3A LBD mod	XBP1 UPR activ	Mdm2-MdmX inh
CCCc1nnc(NC(=O)COC(=O)c2cc(C)nc3ccccc23)s1	-3	7	-14	-0.8	-5	1	1	-1	-8
O=C(CCn1nc(-c2ccc(F)cc2)ccc1=O)NCc1ccccc1	12	-6	0	1.5	-3	3	1	0	22
C=CCn1c(SCC(=O)NC2CCCC2)nnc1-c1ccncc1	12	0	-22	-0.8	-2	-1	1	-4	-1
CCOc1ccc(CNCc2cccnc2)cc1	27	-11	-19	0.2	-82	-4	0	1	15
O=C(Cn1nnc(-c2ccccc2NC(=O)c2ccco2)n1)NC1CCCCC1	9	-3	0	-2.5	2	-6	-14	-5	1
CCOc1ccc(-c2nnc(NC(=O)Cc3ccc(OC)cc3)o2)cc1	20	-8	-7	2.4	-8	0	0	2	23
COc1ccccc1NC(=O)CCN1C(=O)/C(=C\c2cc(OC)c(OC)c(OC)c2)SC1=S	18	11	18	2.5	4	2	0	-4	52*
CCOCCc1c(O)nc(SCCOc2ccc(C)c(C)c2)[nH]c1=O	4	12	5	-0.8	-4	-2	1	-2	-21
Cc1ccc(OCc2cc(C(=O)N(C)CC3CCOCC3)no2)cc1C	17	12	18	4.7	0	2	2	-1	-53
C[C@]12c3[nH]c4cc(-c5ccco5)ccc4c3CCN1C(=O)[C@@H](CC(=O)NCc1cccc(C(F)(F)F)c1)C[C@@H]2C(=O)N1CCCCC1	.	40	23	6.0	7	.	0	1	85*
